Screening data from PubChem.
ERAP1 HTS inh = inhibitors of human ERAP1 aminopeptidase; Q9NZ08; recombinant ERAP1, Leu-AMC fluorescence, 60 min; inhibition, % at 10.7 µM; 340,000 tested, 0.15% active; AID 652197;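 active = mean replicate inhibition of at least 30%, or all replicates individually reaching that 30% level; inactive = mean below 30% and not every replicate reaching it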;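 note: 0% = neutral control wells and 100% = L-leucinethiol positive control wells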
RAD52 inh = RAD52 (human) annealing inhibition; 360,000 tested, 0.46% active; P43351; recombinant RAD52 DNA annealing, FRET fluorescence; AID 651710; inhibition, % at 18.7 µM;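 active = every replicate showing at least 50% inhibition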
Target sequence (P43351 whole entry, looked up): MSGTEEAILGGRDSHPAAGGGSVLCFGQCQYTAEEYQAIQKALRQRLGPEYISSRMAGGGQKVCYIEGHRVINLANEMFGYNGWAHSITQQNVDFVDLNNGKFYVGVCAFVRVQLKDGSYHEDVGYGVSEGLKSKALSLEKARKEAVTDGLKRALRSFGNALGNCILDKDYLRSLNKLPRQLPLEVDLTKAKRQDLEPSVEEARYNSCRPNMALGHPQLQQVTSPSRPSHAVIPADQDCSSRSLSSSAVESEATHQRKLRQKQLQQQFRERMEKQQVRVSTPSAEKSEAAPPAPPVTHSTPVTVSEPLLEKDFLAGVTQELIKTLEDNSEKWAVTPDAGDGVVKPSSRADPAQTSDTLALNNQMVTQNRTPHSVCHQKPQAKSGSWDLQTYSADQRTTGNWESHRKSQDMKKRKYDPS
E-selectin induc = E-selectin induction on HUVECs; 260,000 tested, 0.37% active; P16581; AID 686992; HUVEC E-selectin immunofluorescence imaging; normalized: neutral wells 0, TNF-alpha wells 100; activation, % at 7.58 µM;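 active = mean E-selectin-positive cell signal at least 10% of the positive control, reached in at least 60% of replicates, without over 20% cell loss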;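 note: in these data hits start at about 27%; measured in HUVEC primary endothelial cells; signal is the percent of cells scored E-selectin positive by PE staining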
Target sequence (P16581 whole entry, looked up): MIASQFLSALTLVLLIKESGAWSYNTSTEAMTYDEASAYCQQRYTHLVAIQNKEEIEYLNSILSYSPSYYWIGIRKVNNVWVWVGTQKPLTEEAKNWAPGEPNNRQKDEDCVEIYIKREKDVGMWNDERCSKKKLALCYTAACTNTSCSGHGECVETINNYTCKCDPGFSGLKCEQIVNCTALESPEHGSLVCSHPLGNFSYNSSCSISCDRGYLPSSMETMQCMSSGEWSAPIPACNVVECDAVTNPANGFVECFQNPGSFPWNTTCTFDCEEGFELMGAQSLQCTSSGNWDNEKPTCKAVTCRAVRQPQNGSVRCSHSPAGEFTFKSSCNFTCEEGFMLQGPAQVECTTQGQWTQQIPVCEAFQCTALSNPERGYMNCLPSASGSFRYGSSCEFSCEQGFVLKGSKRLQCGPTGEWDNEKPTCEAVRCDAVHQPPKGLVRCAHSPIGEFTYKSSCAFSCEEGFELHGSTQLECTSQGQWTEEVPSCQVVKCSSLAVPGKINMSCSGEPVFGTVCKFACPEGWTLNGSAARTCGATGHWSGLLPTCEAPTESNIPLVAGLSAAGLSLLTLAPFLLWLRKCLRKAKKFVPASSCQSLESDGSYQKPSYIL
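System: HUVEC / Compound: single concentration / Signal: immunofluorescence imaging / Read-out: percent E-selectin-positive cells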
* marks the source's active call; other numbers are inactive results; i = inactive. A portion of the library (hit frequency here may not be typical).

SMILES	ERAP1 HTS inh	RAD52 inh	E-selectin induc
COc1ccc2c3c(n(C)c2c1)[C@H](CO)N(C(C)=O)CC31CN(C(=O)C2CCOCC2)C1	-2	-2	-0.7
CCCCCCCCN1C(=O)[C@@H](CC(=O)NCCCN2CCCC2=O)C[C@@]2(C(=O)OC)C1=C[C@H](C1CCCC1)O[C@@H]2C	0	-3	0.6
Cc1ccccc1C(=O)N1CCN(C(=O)C(=O)c2cccc(C(F)(F)F)c2)CC1	0	-4	-0.1
OCC1OC(n2cnc3ccccc32)CC1O (stereo not drawn)	2	-9	-0.2
N#C/C(=C/c1ccc(-c2ccc(S(=O)(=O)N3CCOCC3)cc2)o1)C(=O)NC1CC1	5	-56	-0.2
O=C1c2c(-c3ccc(Br)cc3)noc2CCN1Cc1cn(Cc2cccnc2)nn1	-3	-12	-0.1
O=C(O)c1cccc(NC(=S)N/N=C/c2ccccc2OCc2ccc(Br)cc2)c1	-7	-28	-0.2
CC(C)C[C@H]1CN([C@@H](CC(C)C)CN2CCC[C@H]2CN2C(=O)C(=O)NC[C@@H]2Cc2ccccc2)C(=O)C(=O)N1CCc1ccccc1	-5	-10	0.1
CC(NC(=O)C(c1ccccc1)c1ccccc1)c1ccccc1 (stereo not drawn)	3	-3	0.4
Cc1nnc(-n2cccc2)s1	-1	-13	0.3
CCCNC(=O)N1CC2(C1)CN(Cc1cccc(OC)c1)[C@H](CO)c1[nH]c3cc(OC)ccc3c12	-3	-46	-0.6
CC(=O)N1CCN(c2ccc(N3CCN(Cc4ccccc4)[C@H](C)C3)c(C)c2)[C@@H](C)C1	-2	-8	-0.1
CN1C(=O)c2cc(NC(=O)C3CCCC3)ccc2OC[C@H]2O[C@@H](CC(=O)NCCc3ccncc3)CC[C@H]21	4	0	-0.1
COc1ccc(C2CC(=O)C(c3ccc(F)cc3)=CN2Cc2ccccc2)cc1 (stereo not drawn)	-1	-21	-0.1
COc1ccc2ccccc2c1CN1CCN(c2ncc(Cc3ccccc3)cn2)CC1	-1	-5	0.4
CCCc1cc(=O)[nH]c(SCC(=O)c2cc(C)n(CC(F)(F)F)c2C)n1	1	-13	6.5
CCC(C)CN1C(=O)CSCC1(C)C(=O)Nc1ccc2c(c1)OCCO2 (stereo not drawn)	4	-11	-0.1
COC(=O)C1=C(C)N(Cc2ccc(C(F)(F)F)cc2)C(=NCc2ccc(OC)cc2)NC1c1cccc(Cl)c1 (stereo not drawn)	1	-16	0.3
Cc1ccnc(NC(=O)c2cc3ccccc3oc2=O)c1	-2	-17	-3.7
NNC(=O)c1ccc2c(c1)S(=O)(=O)NNC2=O	-4	-6	0.0
COC(=O)c1cc2c(c3c4cc(OC)ccc4n(S(=O)(=O)c4cccc(C)c4)c13)C(=O)N(Cc1ccccc1OC)C2	-2	-45	-0.2
CCCCCCCCN1C(=O)[C@H](CC(=O)N2CCN(C(=O)c3ccco3)CC2)C[C@@]2(C(=O)OC)CC(C)(C)CC=C12	-3	-5	-0.2
COC(=O)Cc1ccc(NC(=S)N2CCCC(C)C2)cc1 (stereo not drawn)	-4	-20	2.0
Cc1c(CC(=O)N[C@@H](C)C(=O)O)c(=O)oc2cc3occ(-c4ccccc4)c3cc12	3	-2	0.3
COCCNC(=S)N1C[C@H]2CON(C)[C@H]2C[C@H]1c1ccccc1Br	1	-6	-0.1

Random excerpt: 2 entries already listed
SMILES	ERAP1 HTS inh	RAD52 inh	E-selectin induc
Cc1c(CC(=O)N[C@@H](C)C(=O)O)c(=O)oc2cc3occ(-c4ccccc4)c3cc12	3	-2	0.3
O=C(O)c1cccc(NC(=S)N/N=C/c2ccccc2OCc2ccc(Br)cc2)c1	-7	-28	-0.2

Of the compounds above, these contain a CF3 group.
SMILES	ERAP1 HTS inh	RAD52 inh	E-selectin induc
Cc1ccccc1C(=O)N1CCN(C(=O)C(=O)c2cccc(C(F)(F)F)c2)CC1	0	-4	-0.1
CCCc1cc(=O)[nH]c(SCC(=O)c2cc(C)n(CC(F)(F)F)c2C)n1	1	-13	6.5
COC(=O)C1=C(C)N(Cc2ccc(C(F)(F)F)cc2)C(=NCc2ccc(OC)cc2)NC1c1cccc(Cl)c1 (stereo not drawn)	1	-16	0.3

Next section.
SMILES	ERAP1 HTS inh	RAD52 inh	E-selectin induc
Cc1cccc(C2N=C(N)Nc3nc4ccccc4n32)c1 (stereo not drawn)	-1	-9	-0.3
COc1ccc(N2C(=O)c3n[nH]c(C(C)C)c3C2c2ccc(F)cc2)cc1 (stereo not drawn)	2	12	0.1
CCOc1ccc(CCN2C(=S)N([C@@H](Cc3ccccc3)CN3CCC[C@@H]3CN3C(=S)NC[C@@H]3CC(C)C)C[C@@H]2Cc2ccccc2)cc1	0	5	1.6
CCN(CC)S(=O)(=O)c1ccc(NC(=O)c2nc3nc(C)cc(C)n3n2)cc1	0	-9	14
CCN1CCN(c2ccc(S(=O)(=O)N3CCOCC3)cc2NC(=O)c2cccc([N+](=O)[O-])c2)CC1	1	-5	-1.2
CC(=O)N[C@@H](C)C(=O)OC(C)C(=O)Nc1cccc([N+](=O)[O-])c1 (stereo partly drawn)	-3	-8	3.9
CCOC(=O)Cc1csc(SCC(=O)NC2CCCC(C)C2C)n1 (stereo not drawn)	-2	1	0.6
COc1cccc(CN2CC3(CN(CC4CC4)C3)c3c([nH]c4cc(OC)ccc34)[C@@H]2CO)c1	-6	4	-0.4
O=C1c2c(-c3ccc(Br)cc3)noc2CCN1Cc1cn(C2CCCC2)nn1	0	-13	1.5
Cc1cccc(C)c1NC(=O)C1(C)CSCC(=O)N1CCCN1CCOCC1 (stereo not drawn)	-3	-7	4.8
O=C(CNC(=O)c1ccc(Cl)cc1Cl)OCc1nc2ccccc2s1	3	-12	-0.9
O=C(Cc1ccc([N+](=O)[O-])cc1)NCc1ccc2c(c1)OCO2	4	-5	-0.3
COCCNC(=O)c1cc2c(c(-c3cccc(-c4ccc(C#N)cc4)c3)n1)[C@H](CCO)N(C(=O)CC1CC1)C2	-3	-8	-0.2
COc1ccccc1CCn1cnc(Cc2cccc(F)c2)c1C(C)C	-2	13	-0.1
O=C(CCN1C(=O)c2ccccc2C1=O)C1=NN[C@@H]2C(=O)N(c3cccc(Cl)c3)C(=O)[C@H]12	3	-10	0.7
O=C(NCC(c1cccs1)N1CCOCC1)c1cn(-c2ccccc2)nc1-c1ccc(F)cc1 (stereo not drawn)	3	-26	-1.1
COc1cccc(C(=O)/C=C/Nc2ccc(S(=O)(=O)Nc3ccc(C(C)=O)cc3)cc2)c1	-1	-113	0.0
COc1ccc2c3c([nH]c2c1)[C@@H](CO)N(Cc1nccs1)CC31CN(C(=O)C2CCCC2)C1	0	-37	0.0
COC(=O)[C@]12C[C@H](CC(=O)N3CCN(C(=O)c4ccco4)CC3)C(=O)N(Cc3ccccc3)C1=C[C@H](C(C)C)O[C@@H]2C1CC1	-2	-8	-0.1
Cc1cccc(-n2nc3c(c2NC(=O)c2ccco2)CS(=O)C3)c1C (stereo not drawn)	0	-8	0.8
COc1ccc(S(=O)(=O)N2CCCCCC2)cc1C(=O)N(C)Cc1ccc(F)cc1	-2	-3	-0.3
CCOc1ccc(-n2c(-c3ccccc3)c[n+]3c2CCCCC3)cc1	-4	0	-0.1
COC(=O)C1=C(C(=O)OC)[C@@H]2N(C)c3ccc(OC)cc3[C@@]23C[C@@H](C(=O)OC)N(C(=O)NCCBr)C3=N1	-2	-2	-0.2
COc1ccc(OC)c(/C=C2\SC(=S)N(NS(=O)(=O)c3ccccc3)C2=O)c1	3	-88	0.1
CCOc1ccc(/C(O)=C2/C(=O)C(=O)N(c3ccccn3)C2c2ccc(F)cc2)c(C)c1 (stereo not drawn)	1	-26	0.8
(next part)
SMILES	ERAP1 HTS inh	RAD52 inh	E-selectin induc
O=C(Nc1ccc(F)cc1)C(CCc1ccccc1)N1CCN(C(=O)c2ccco2)CC1 (stereo not drawn)	0	-4	0.3
CN1C(=O)c2cc(NC(=O)c3cccc(F)c3)ccc2OC[C@@H]2O[C@@H](CC(=O)NCC3CC3)CC[C@@H]21	-6	3	0.1
Cc1nn(-c2ccccc2)c(C)c1NC(=O)COC(=O)c1cccc(OC(F)F)c1	-2	-1	-0.1
C#CCNC(=O)C[C@H]1C[C@@]2(C(=O)OC)C(=C[C@H](C(C)(C)C)O[C@@H]2C)N(Cc2ccc3c(c2)OCO3)C1=O	1	2	0.2
O=C(NCCc1c[nH]c2ccccc12)/C(=C\c1cccnc1)NC(=O)c1ccco1	4	3	-2.5
COC(=O)[C@]12C[C@H](CC(=O)N3CCCC3)C(=O)N(Cc3ccccc3)C1=C[C@H](C1CCCC1)O[C@@H]2C	-1	-4	0.8
COc1cc(C=O)ccc1OCC(=O)NC(C)(C)C	5	-4	-2.2
CC(=O)Nc1ccc(S(=O)(=O)N(C)CC(=O)OCC(=O)NCc2ccco2)cc1	-8	1	0.1
Cc1nc2ccc(Cl)cc2n1C	0	7	-0.5
O=C(COc1ccc(Cl)cc1Cl)N1CCN(c2ccccn2)CC1	-3	3	0.1
COc1ccc(C(=O)CSc2nc(C(C)(C)C)nc3ccccc23)cc1	3	-21	-1.6
N#Cc1ccc(-c2ccc3c(c2)[C@@H]2[C@@H](CCN2C(=O)C2CCC2)[C@H](CO)N3)cc1	-4	43	0.4
COc1cccc(C2C(C#N)=C(C)NC3=C2C(=O)CC(C)(C)C3)c1 (stereo not drawn)	-21	-12	2.0
O=C(COC(=O)c1cc([N+](=O)[O-])ccc1N1CCOCC1)Nc1c(Cl)cccc1Cl	2	-8	2.5
COc1ccccc1CNC(=O)CSc1ccsc1[N+](=O)[O-]	-1	-15	-0.1
COc1ccc(-c2ccc3c(n2)CCCN3S(=O)(=O)c2ccc(C(F)(F)F)cc2)cc1	-5	-17	-0.3
Cc1ccc(Sc2ccc(CN3CCCCC3)cc2[N+](=O)[O-])cc1	1	-4	2.5
COc1cccc(C(=O)NC(=S)Nc2ccccc2N2CCCC2)c1	-4	-14	-0.1
CCOc1ccsc1C(=O)O	2	0	0.1
Cc1cc2oc(=O)cc(CN(C)Cc3ccccc3)c2cc1C(C)C	0	-13	0.1
CC(C)=CCN1C(=O)[C@]2(OCCC=C[C@H]2C)c2c(Br)cccc21	0	0	0.4
O=C(C1CCCC1)N1CC2(C1)[C@H](c1ccccc1)[C@H](CO)N2C(=O)c1cccnc1	1	-4	0.1
Cc1ccccc1OCC(=O)NCC(=O)N/N=C/c1cccc([N+](=O)[O-])c1	-3	-14	0.0
CCOC(=O)C1=C(C(=O)OCC)C2N(Cc3ccc(C#N)cc3)c3ccccc3[C@@]23C[C@@H](C(=O)OC)N(S(=O)(=O)c2ccc(C#N)cc2)C3=N1 (stereo partly drawn)	-3	-12	0.8
C#CCNC(=O)C[C@H]1C[C@@]2(C(=O)OC)C(=C[C@H](C3CCCC3)O[C@@H]2C)N(Cc2ccccc2)C1=O	0	-7	-0.4

Already shown: an excerpt of the list.
SMILES	ERAP1 HTS inh	RAD52 inh	E-selectin induc
O=C(Nc1ccc(F)cc1)C(CCc1ccccc1)N1CCN(C(=O)c2ccco2)CC1 (stereo not drawn)	0	-4	0.3
CN1C(=O)c2cc(NC(=O)c3cccc(F)c3)ccc2OC[C@@H]2O[C@@H](CC(=O)NCC3CC3)CC[C@@H]21	-6	3	0.1
Cc1nn(-c2ccccc2)c(C)c1NC(=O)COC(=O)c1cccc(OC(F)F)c1	-2	-1	-0.1

Remaining list, next part:
SMILES	ERAP1 HTS inh	RAD52 inh	E-selectin induc
Cc1ccc(NC(=O)COc2ncnc3sccc23)cc1S(=O)(=O)N(C)C	-1	-57	-0.1
COc1cnn(-c2cccc(Cl)c2)c(=O)c1Cl	4	-11	0.0
O=C1CC(=O)N(C2CCCCC2)C(=O)N1c1ccccc1S(=O)(=O)Oc1ccccc1	-1	-119	-0.1
COC(=O)c1cc2c(c3c4cc(F)ccc4n(S(=O)(=O)c4ccccc4)c13)C(=O)N(Cc1ccc(C(F)(F)F)cc1)C2	-1	-15	-0.2
Cc1cccc(NC(=S)N/N=C2\CC(C)(C)Oc3ccc(O)cc32)c1	5	-8	-6.1
Cc1[nH]c(=S)c(C#N)c(C)c1CCC#N	2	-4	12
Cc1cc(C)c(S(=O)(=O)N2CCCCC2CCNC(=O)C(=O)NCC2CCCO2)c(C)c1 (stereo not drawn)	-4	5	0.0
CC(=NNC(=S)N1CC2CCC(CC2)C1)c1cccc(C)n1	-1	-12	0.4
CO[C@@H]1CN(C)C(=O)c2ccc(NC(=O)c3ccno3)cc2OC[C@@H](C)NC[C@@H]1C	5	i	-0.1
Cc1cc(C)n2c(Nc3c(C)cccc3C)c(CCc3ccccc3)nc2n1	0	4	0.0
COC(=O)c1cc(NC(=O)c2c(-c3c(Cl)cccc3Cl)noc2C)ccc1N1CCOCC1	9	-5	7.8
CC(C)Cn1cnc2c(c1=N)C(c1ccccc1)C1=C(CC(C)(C)CC1=O)O2 (stereo not drawn)	-1	-27	0.9
Cc1csc(=Nc2ccccc2)n1CCO	0	-1	-3.2
O=C(NCCCCCCCCNC(=O)c1cccc2ccccc12)c1cccc2ccccc12	1	-7	0.0
COc1ccc(CCNC(=O)c2ccc(CS(=O)(=O)c3ccc(Br)cc3)o2)cc1OC	0	-12	-7.1
CCCNC(=O)N1CC2(CN(CC3CC3)C2)c2c(n(C)c3cc(OC)ccc23)[C@H]1CO	-2	13	-0.1
Cc1ccc2[nH]c3c(c2c1)CCCC3C(N)=O (stereo not drawn)	-3	-13	-0.4
O=C(NCCc1cccs1)c1ccc(CS(=O)Cc2cccc(Cl)c2)o1 (stereo not drawn)	2	-11	1.1
O=C(CCSc1ccc(Br)cc1)c1ccc(O)cc1	-2	-1	0.0
COc1ccc(OC)c(C(=O)c2coc3cc(Br)c(O)c(Br)c23)c1	11	-2	0.0
